High-throughput results: PubChem BioAssay, The Scripps Research Institute Molecular Screening Center
PP5 primary = blocks human protein phosphatase 5 activity | P53041 | purified PP5c, OMFP substrate fluorescence | inhibition, % at 6.7 µM | 320,000 tested, 0.18% active | AID 1987;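 active = inhibition above the campaign's mean inhibition across all tested compounds plus 3 SD, cut at about 9.5% in these data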;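 note: 0% = DMSO only and 100% = 100 µM cantharidin control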
Target sequence (P53041 whole entry, looked up): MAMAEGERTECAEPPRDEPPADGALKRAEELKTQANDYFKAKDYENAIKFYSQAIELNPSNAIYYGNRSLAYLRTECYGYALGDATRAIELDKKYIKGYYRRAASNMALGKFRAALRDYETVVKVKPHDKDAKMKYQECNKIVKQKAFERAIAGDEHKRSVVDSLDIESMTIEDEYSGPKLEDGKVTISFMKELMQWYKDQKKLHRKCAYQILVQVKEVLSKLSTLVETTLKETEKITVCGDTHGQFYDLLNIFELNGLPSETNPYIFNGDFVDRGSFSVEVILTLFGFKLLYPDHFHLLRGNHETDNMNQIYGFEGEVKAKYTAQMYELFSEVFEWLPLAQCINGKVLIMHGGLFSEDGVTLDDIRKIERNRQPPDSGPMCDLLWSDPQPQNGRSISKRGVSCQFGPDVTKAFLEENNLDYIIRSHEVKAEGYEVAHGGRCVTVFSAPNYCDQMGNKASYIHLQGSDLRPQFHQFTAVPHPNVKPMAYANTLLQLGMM
procasp7 counter = counter-screen: procaspase-7 (human) activation | recombinant procaspase-7, Ac-DEVD-pNA absorbance 405 nm; D23A/D198A/D206A triple mutant, cannot self-cleave; scale: DMSO 0, 5 µM enzyme 100 | activation, % at 8.5 µM | 330,000 tested, 0.093% active | AID 463210;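 active = percent activation above the screen-wide mean plus 3 SD, cut at about 25% in these data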
Target sequence (P55210 whole entry D23A/D198A/D206A): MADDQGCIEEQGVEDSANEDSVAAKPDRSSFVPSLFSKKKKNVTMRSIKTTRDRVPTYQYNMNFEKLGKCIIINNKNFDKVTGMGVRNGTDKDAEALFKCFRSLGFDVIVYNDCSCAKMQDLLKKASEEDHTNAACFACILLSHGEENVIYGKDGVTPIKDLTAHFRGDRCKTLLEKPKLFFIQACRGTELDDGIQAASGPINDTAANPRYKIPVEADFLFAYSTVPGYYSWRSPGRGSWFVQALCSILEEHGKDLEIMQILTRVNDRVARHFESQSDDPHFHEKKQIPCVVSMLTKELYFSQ
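Detection: p-Nitroaniline absorbance at 405 nm, read at 0 and 120 min; system: Uncleavable procaspase-7 mutant enzyme; evaluation: % activation from two-timepoint absorbance difference, scaled to controls; times: 1 h enzyme–compound preincubation and 2 h substrate reaction, both 25 °C; buffer or medium: Zinc-free HEPES pH 7.4 with 300 mM NaCl, 0.01% Triton X-100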
PP1 inh = PP1-alpha (human) inhibition in PP5 counter-screen. AID 2235. purified PP1alpha, OMFP fluorescence. 320,000 tested, 0.9% active. inhibition, % at 6.7 µM;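 active = inhibition above the mean inhibition of all tested compounds plus 3 SD, computed separately for each screening campaign, cut at about 15% in these data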
core dimer inh = blocks dimerization of HCV core protein | inhibition, % at 5 µM | 300,000 tested, 0.33% active | TR-FRET GST/Flag-core106 dimerization, 1536-well | AID 1899;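 active = inhibition above the mean of all tested compounds plus 3 SD, set per screening campaign, cut at about 45% in these data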
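System – GST-tagged and Flag-tagged HCV core protein residues 1-106 · Repeats – one well for each compound · Technique – TR-FRET 671 and 617 nm emission · Doses – one concentration, 5 µM, in 0.5% DMSO · Times – 4 h, 22.5 °C incubation · Also added – Eu donor and XL665 acceptor anti-tag antibodies · Measure – percent inhibition of core106 dimerization signal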
PAFAH2 FP inh = inhibitors of human PAFAH2. Q99487. 340,000 tested, 0.99% active. inhibition, % at 3.39 µM. recombinant PAFAH2, FP-rhodamine activity probe, fluorescence polarization;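 active = inhibition above the mean over all tested compounds plus 3 SD, cut at about 30% in these data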;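 note: inhibitors block probe labeling of enzyme so polarization drops; 0% = enzyme with DMSO and 100% = wells lacking PAFAH2 protein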
Fh CTSL1 inh = cathepsin L1 inhibition, PFM18AAP counter-screen; 300,000 tested, 0.49% active; inhibition, % at 5.96 µM; recombinant F. hepatica cathepsin L1, Z-Leu-Arg-MCA fluorescence;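 active = inhibition above the mean of all tested compounds plus 3 SD, set per screening campaign, cut at about 17% in these data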;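 note: 0% = plate median of test compound wells and 100% = 1 µM Z-Phe-Ala-diazomethylketone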
TPT1 inhibitor = C. albicans TPT1 enzyme inhibition; recombinant caTPT1, FP RNA substrate dephosphorylation; inhibition, % at 5 µM; 300,000 tested, 0.81% active;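 active = inhibition above the mean of all tested compounds plus 3 SD, set per screening campaign, cut at about 24% in these data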;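 note: plate controls were DMSO alone for no effect and ferristatin control at 100 nM for full effect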
proCasp3 act = procaspase-3 (human) activation | P42574 | recombinant procaspase-3 D3A, Ac-DEVD-pNA absorbance 405 nm | AID 463141 | 330,000 tested, 0.11% active | activation, % at 8.5 µM;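 active = activation above the mean of all tested compounds plus 3 SD, cut at about 21% in these data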;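 note: 0% = DMSO alone and 100% = DMSO wells spiked with extra 5 µM PC-3 D3A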
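System: Procaspase-3 D3A mutant. Medium: Zinc-free 300 mM NaCl, 50 mM HEPES, 0.01% Triton X-100. Schedule: 1 h preincubation plus 2 h reaction at 25 °C. Measured by: 405 nm absorbance of p-nitroaniline, reads at 0 and 120 min. Read-out: percent activation relative to control range.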
AHR act = activators of human aryl hydrocarbon receptor. 320,000 tested, 2.5% active. AHR-responsive luciferase reporter cells, luminescence. AID 2796. activation, % at 5 µM; in the data active = activation above about 47%;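 note: 0% = vehicle wells and 100% = reference agonist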
Starred values were filed as active, the others as inactive; nt = no result given.

molecule,PP5 primary,procasp7 counter,PP1 inh,core dimer inh,PAFAH2 FP inh,Fh CTSL1 inh,TPT1 inhibitor,proCasp3 act,AHR act
CN(C)C(=O)c1cc(C(=O)c2ccc(F)cc2F)c[nH]1,0.8,-5,-2,-1,-2,-3,-6,6,3
COc1ccccc1NS(=O)(=O)c1cccc(C(=O)NNC(=O)C(NC(N)=O)C(C)C)c1 (stereo unspecified),-3.3,0,-6,-1,-2,-3,-1,1,1
O=C(COc1ccccc1)Nc1ccccc1C(=O)NCc1ccco1,1.7,-3,0,11,8,0,3,-3,3
CCC(C)(C)NC(=O)CN(C(=O)CCC(=O)Nc1nccs1)c1ccc2c(c1)OCCO2,1.2,-1,-4,-20,0,0,-5,-8,0
Cc1ccsc1/C=N/NC(=O)c1ccccn1,2.0,-1,0,1,6,-2,-1,8,17
CCOc1ccc(NS(=O)(=O)c2ccc(C(=O)N(C)Cc3cccc(OC)c3OC)cc2)cc1,1.9,1,0,11,-1,1,0,3,3
CC(=O)c1ccc(N2CCN(C(=O)C3CCC3)CC2)cc1,4.1,-5,-5,-4,3,0,0,7,0
COc1ccc(S(=O)(=O)C(C#N)c2nc3ccccc3nc2N2CCC(C)CC2)cc1 (stereo unspecified),3.5,5,-1,8,nt,-3,-25,-7,3
C=CC[C@@H](CC(=O)N[C@@H](CO)Cc1ccccc1)C(=O)N[C@H](COC(=O)[C@@H](CC=C)Cc1ccc(F)cc1)Cc1c[nH]c2ccccc12,nt,-1,nt,nt,-4,nt,nt,1,-2
CC(C)(C)NC(=O)CN(C(=O)CS(=O)CC(=O)Nc1ccc(F)cc1)c1ccccc1 (stereo unspecified),1.1,5,-4,2,0,2,0,4,0

In the list so far, these contain an NH in an aromatic ring:
molecule,PP5 primary,procasp7 counter,PP1 inh,core dimer inh,PAFAH2 FP inh,Fh CTSL1 inh,TPT1 inhibitor,proCasp3 act,AHR act
CN(C)C(=O)c1cc(C(=O)c2ccc(F)cc2F)c[nH]1,0.8,-5,-2,-1,-2,-3,-6,6,3
C=CC[C@@H](CC(=O)N[C@@H](CO)Cc1ccccc1)C(=O)N[C@H](COC(=O)[C@@H](CC=C)Cc1ccc(F)cc1)Cc1c[nH]c2ccccc12,nt,-1,nt,nt,-4,nt,nt,1,-2

(cont.)
molecule,PP5 primary,procasp7 counter,PP1 inh,core dimer inh,PAFAH2 FP inh,Fh CTSL1 inh,TPT1 inhibitor,proCasp3 act,AHR act
COc1ccc(-c2cc3c(=O)n(CC(=O)NCCN4CCCC4)nc(C)n3n2)cc1,1.3,0,2,9,1,-1,2,-2,1
CCn1ccc(C(=O)NC2C(=O)N3C(C(=O)O)=C(C)CSC23)n1 (stereo unspecified),-0.7,-7,-1,-4,-8,0,1,-11,-3
CCCCCOc1ccc(N2C(=O)C3C4C=CC(C3C2=O)N(C)C4=O)cc1 (stereo unspecified),1.4,-3,-1,-6,17,-1,2,-2,5
COc1ccc(CCC(=O)NC(C)C2CCCO2)cc1 (stereo unspecified),3.3,-3,0,-9,0,-2,5,2,7
COc1cccc(OC)c1C(=O)Nc1ccc(N2CCN(S(C)(=O)=O)CC2)cc1,-0.5,4,-3,-1,-4,3,0,1,-2
CCC(C)(C)NC(=O)CN(Cc1cccs1)C(=O)CCC(=O)Nc1nccs1,-0.4,-4,-1,-4,1,3,-2,1,0
COc1ccc(N2C(=O)CC(N3CCN(S(=O)(=O)c4c(F)cccc4F)CC3)C2=O)cc1OC (stereo unspecified),0.3,-3,-1,9,1,2,-1,4,1
CCOC(=O)CC(NC(=O)C1c2ccccc2Oc2ccccc21)c1ccccc1Cl (stereo unspecified),4.2,-1,5,-5,0,-1,-3,5,4
COc1ccc(C(=O)NCC(c2ccco2)N2CCOCC2)cc1OC (stereo unspecified),-0.4,6,-2,1,-6,1,2,3,0
CCc1nc(C)cn1S(=O)(=O)c1cc(C)c(OC)c(C)c1C,0.2,2,1,6,-7,-4,3,3,-5
COc1ccc(/C(N)=N/OC(=O)c2ccc([N+](=O)[O-])c(C)c2)cc1OC,5.2,9,-3,-4,7,1,2,-9,-7
COc1ccc(Cl)c(NC(=O)Cn2nnc(-c3ccccc3N)n2)c1,4.2,7,-1,1,9,1,-4,4,9
Cc1noc(C)c1CN1C(=O)c2ccccc2C1=O,-0.7,4,-3,-30,4,6,-4,3,-5
COc1ccc(-c2c(C#Cc3ccsc3)c3cc(-c4ccc(OC)c(F)c4)ccc3n2C)cc1,1.3,9,-2,nt,-3,nt,nt,-1,-1
COC(=O)C1=C(C)C(c2ccc(OC)cc2)NC(=S)N1 (stereo unspecified),-2.6,-5,-1,9,-7,2,-1,0,9
CC(C)Oc1cccc(C(=O)C2CCCN(C(=O)c3cc(C4CC4)[nH]n3)C2)c1 (stereo unspecified),-1.9,14,1,7,-3,-5,2,-2,2
N#CCc1ccc(OC(=O)c2ccncc2)cc1,2.9,-5,1,-5,-3,0,-2,1,7
Clc1ccccc1Cn1nnc2c(Nc3ccccc3)ncnc21,0.8,-8,2,4,-4,4,-5,-2,-2
Cc1ccc(C(=O)OCC(=O)N2c3ccccc3NC(=O)C2(C)C)cc1S(=O)(=O)N1CCCCC1,nt,5,nt,nt,8,nt,nt,9,0
Cc1ccc(Cn2nc(C)c(NC(=O)c3cc(-c4ccco4)on3)c2C)cc1,-2.5,-2,1,1,5,1,2,-9,0
O=C(N/N=C/c1c[nH]c2ccccc12)C1CC(=O)N(c2ccccc2)C1 (stereo unspecified),0.9,10,1,-2,8,-3,3,8,15
CN(Cc1ccccc1)C(=O)CCn1c(=O)c2cccn2c2cccnc21,1.9,0,-4,5,9,1,-2,6,7
COc1cccc(/C=N/n2c(C)nc3ccccc3c2=O)c1O,0.9,9,0,-5,6,2,-2,-5,3
CC(C)CNS(=O)(=O)c1ccc(NC(=O)Cn2nc(-c3ccc(F)cc3)ccc2=O)cc1,4.3,6,4,-46,-7,1,-3,0,6
N#CN(CC(N)=O)c1nc(N2CCCCC2)nc(N2CCCCC2)n1,2.0,2,0,3,3,25*,-7,-14,24
CC(C)(C)c1cc(CCC(=O)NCCc2ccccn2)cc(C(C)(C)C)c1O,1.3,-4,-9,-4,0,-3,-1,5,-1
O=C(Cn1nc(-c2ccccc2)ccc1=O)N1CCOCC1,3.5,7,-3,1,2,2,-4,5,0
CCNC(=S)NNC(=O)c1csc2c1CCCC2,-0.2,5,-2,-1,3,2,-1,4,1
CCC(CO)Oc1cc(NC(=O)c2ccccc2N)c2ncn(C(C)C)c2c1 (stereo unspecified),nt,3,nt,nt,2,nt,nt,5,13
O=C(NCc1ccccn1)C1CC(c2ccc(Cl)c(Cl)c2)=NO1 (stereo unspecified),1.9,14,2,3,-4,2,20,6,-1
C=CCNC(=O)C1CCN(S(=O)(=O)c2cccs2)CC1,1.9,8,2,-1,5,-1,-1,3,0
Cc1ccccc1-c1nc(CS(=O)(=O)CC(=O)NC2CCCC2)c(C)o1,1.8,1,4,-16,8,7,-2,-1,-1
Cc1cc(/C=N/NC(=O)c2cccc([N+](=O)[O-])c2)c(C)n1-c1ccccc1,0.8,-8,1,13,1,0,2,-8,30
O=C1NC(c2ccc(Cl)c([N+](=O)[O-])c2)Nc2ccccc21 (stereo unspecified),-0.8,6,-4,4,11,1,0,1,17
CC(=O)Nc1cccc(/C(C)=N/N2C(C)CCCC2C)c1 (stereo unspecified),-1.6,-16,-1,-2,10,-2,0,-4,1
Cc1cc(C)nc(N2CCCC(C(=O)Nc3ccc4nc(C)c(C)nc4c3)C2)n1 (stereo unspecified),2.1,0,-3,0,6,0,-2,-2,5
Cc1cnc(C(=O)Nc2nc(-c3ccccc3)cs2)cn1,-1.6,3,-1,-2,0,-3,0,0,3
O=C1NN=COc2ccccc21,1.5,7,-3,5,1,-2,2,2,34
CCN(CC)CCC(=O)Nc1ccc2c(c1)N(C(=O)CN(CC)CC)c1ccccc1CC2,2.2,-5,-1,-6,-9,-1,-16,5,4
Cc1cc(=O)oc(C)c1C(=O)NCCCN1CCN(c2ccc(F)cc2)CC1,-1.5,4,-5,1,5,4,0,-2,-2
CCC(Oc1ccccc1)C(=O)Nc1nnc(S(=O)(=O)N2CCCC2)s1 (stereo unspecified),-0.7,5,-1,3,7,-2,0,6,-3
CCOc1ccccc1NC(=O)C1CCN(S(=O)(=O)c2cccc3cccnc23)CC1,1.2,2,3,6,-2,2,-3,-8,20
CC(C)(C)c1ccc(S(=O)(=O)N2CCC(NC(=O)c3ccco3)CC2)cc1,-1.1,10,3,-16,-4,3,-5,-1,1
CN(CC(=O)Nc1ccccc1C(F)(F)F)C(=O)COc1ncnc2sccc12,0.5,5,-3,-2,4,4,6,-12,1
O=C1OC(c2ccc(Cl)cc2)=N/C1=C\C=C\c1ccco1,-2.5,-4,2,18,5,2,-1,-7,0
O=C(N/N=C/c1ccco1)C(O)C(O)C(=O)N/N=C/c1ccco1 (stereo unspecified),-1.3,0,-4,6,10,0,-5,1,-4
CC1(C)CC(=O)C/C(=N/NC(=O)COc2ccc3ccccc3c2Br)C1,3.3,-3,4,19,30*,2,1,-1,34
Cc1cccc(OCCCC(=O)Nc2ccc(S(=O)(=O)N3CCCC3)cc2)c1,0.0,5,-3,3,-14,-3,-1,2,2
